Source: PubChem BioAssay
Glioma ERSR ind – inducers of ER stress response in human glioma cells. U87-MG GRP78 promoter luciferase reporter, 16 h. Potency, µM, for inactives: at the highest dose activation, most hits filed as activators. 420,000 tested, 0.02% active; also: potency is read from the fitted curve at half-maximal effect; series mostly up to about 76 µM; % of control where 0% means no effect; nearly all actives have a fitted effect of over 35% in size
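Stably transfected U87-MG human glioma cells carrying a GRP78-based luminescent sensor were seeded at 1000 cells/well, pin-dosed with compounds and incubated 16 h. Luciferase reagent was then added, and end-point luminescence was read after 10 min at room temperature.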
LDHA inh – LDHA (human) enzyme inhibition; P00338; purified LDHA, NADH/diaphorase-resazurin fluorescence; active compounds read low; activity change, % (values are at about 110 or 230 µM); 480,000 tested, 0.15% active; AID 1347041; in the data active = activity change below about -30%; inconclusive = mostly about -25% to -30%;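 also: plate controls were DMSO wells for no effect and wells without enzyme for full effect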
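Resorufin fluorescence (ex540/em590), read at 0 and 20 min after diaphorase/resazurin addition, reports the NADH left after a 5 min room-temperature reaction of 2 nM human LDH5 with 0.06 mM NADH and 0.2 mM pyruvate.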
12-LOX inh – blocks human arachidonate 12S-lipoxygenase; P18054; purified 12hLO, xylenol orange hydroperoxide absorbance; Potency, µM (highest dose often 108 µM), inactives show at the highest dose activity change, negative = inhibition, actives largely listed as inhibitors; 580,000 tested, 1.1% active; also: potency is read from the fitted curve at half-maximal effect; % is scaled to controls: 0 for no effect and ±100 for the full control effect
Target sequence (P18054 whole entry, looked up): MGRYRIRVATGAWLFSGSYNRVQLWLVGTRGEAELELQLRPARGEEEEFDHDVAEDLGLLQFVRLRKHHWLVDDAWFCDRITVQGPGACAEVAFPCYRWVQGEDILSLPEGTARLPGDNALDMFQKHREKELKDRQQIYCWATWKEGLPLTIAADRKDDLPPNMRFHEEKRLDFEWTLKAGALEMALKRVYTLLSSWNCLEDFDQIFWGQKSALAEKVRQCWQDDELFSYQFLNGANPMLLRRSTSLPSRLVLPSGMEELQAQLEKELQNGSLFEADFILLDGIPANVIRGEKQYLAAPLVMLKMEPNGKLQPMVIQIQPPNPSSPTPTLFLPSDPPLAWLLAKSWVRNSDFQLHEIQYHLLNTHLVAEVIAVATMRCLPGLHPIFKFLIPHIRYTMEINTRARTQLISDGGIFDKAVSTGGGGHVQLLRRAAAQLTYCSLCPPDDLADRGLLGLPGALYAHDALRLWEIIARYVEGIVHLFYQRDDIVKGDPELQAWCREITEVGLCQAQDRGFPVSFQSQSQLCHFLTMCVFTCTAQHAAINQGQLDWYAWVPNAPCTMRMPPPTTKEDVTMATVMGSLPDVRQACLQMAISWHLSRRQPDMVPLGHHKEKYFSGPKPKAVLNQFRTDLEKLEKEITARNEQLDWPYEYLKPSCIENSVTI
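Hydroperoxide product was detected by ferrous iron/xylenol orange as the 573 to 405 nm absorbance ratio. Arachidonic acid at 40 uM (final) was turned over for 30 min at room temperature by 150 nM human 12hLO, pH 7.0 Hepes buffer, after 15 min compound preincubation.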
RGS4 inhibitor – blocks human RGS4-accelerated GTP hydrolysis; P49798; AID 504845; Potency, µM (titrated, usually from 114 µM), for the others: top-dose activity change, negative = inhibition, most hits filed as inhibitors; 390,000 tested, 0.039% active; Transcreener GDP fluorescence polarization, RGS4-accelerated GTP hydrolysis; also: potency is read from the fitted curve at half-maximal effect; % is scaled to controls: 0 for no effect and ±100 for the full control effect; nearly all actives have a fitted effect of over 75% in size; some results filed as inactive show a strong effect at the top dose
Target sequence (P49798 whole entry, looked up): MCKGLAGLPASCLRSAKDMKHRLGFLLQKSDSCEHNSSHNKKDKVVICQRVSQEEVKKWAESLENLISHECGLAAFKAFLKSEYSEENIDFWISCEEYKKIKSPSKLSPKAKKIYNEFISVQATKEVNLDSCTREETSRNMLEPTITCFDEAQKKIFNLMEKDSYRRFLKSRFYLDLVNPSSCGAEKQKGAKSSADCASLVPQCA
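MLSMR compounds (23 nl, pin-transferred) preincubated 10 min at room temperature with a 500nM (2x) first reagent, then RGS4 at 900nM (2x) plus Transcreener GDP mix added; fluorescence polarization (620/688 nm) read before and after 90 min at 30 °C.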
D2 antagonist – antagonizes the human D2 dopamine receptor | AID 485344 | P14416 | HEK293 TREx D2 cells, calcium flux, dopamine EC80 | inhibition, % at 10 µM | 340,000 tested, 2% active; in the data active = inhibition above about 30%; also: 0% is about no effect
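Measurement of antagonist activity uses fluorescent calcium dye in inducible HEK293 T-REx D2 cells: 10 s baseline, compound addition with 180 s read, EC80 dopamine addition with a further 180 s read.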
ERG-DNA inh – blocks human ERG Ets domain binding to DNA. Potency, µM (series often up to 76.9 µM), inactives show at the highest dose FP activity, negative = inhibition, hits mostly inhibitors. 370,000 tested, 0.028% active. P11308. fluorescence polarization, His-ERG Ets domain / labelled DNA; active = well fitted inhibition curve with a large enough effect in the polarisation, with a control signal flat; inconclusive = small, poorly fitted or top-dose-only effect, or effect the other way, or a change in a side signal; inactive = no such curve, though single readings can be large or run the other way; the % refers to the polarisation;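 also: polarization taken with two DNA probes labelled with fluorescein and Texas red; potency is read from the fitted curve at half-maximal effect; % of control where 0% means no effect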
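His-tagged ERG Ets domain (1 uM in the protein solution; 300mM KCl, 50mM Tris-HCl, 1mM EDTA, 1mM DTT, pH 7.5) received compound, then a probe mix of 5 nM fluorescein-DNA and 100nM Texas-615-DNA. Fluorescence polarization was read for both dyes.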
D2 ag – agonists of human D2 dopamine receptor; P14416; HEK293 T-REx D2 cells, calcium flux agonist mode; activation, % at 2 µM; 340,000 tested, 0.53% active;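 active = activation over 3 SD above normal in the single-dose calcium agonist read, cut at about 30% in these data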; also: 0% is about no effect
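HEK293 Trex D2 cells, tetracycline-induced, o/n 30 C 5% CO2; no-wash Ca dye, RT 30–90 min; 10-cycle baseline, 23 nl cpd added, kinetic Ca read 180 s; agonist hits = positive Ca response.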
Vif-A3G inh – blocks the Vif interaction with human APOBEC3G. Potency, µM (doses to about 46.1 µM), for inactives: at the highest dose activity, negative = active, actives largely listed as inhibitors. HeLa A3G-eYFP + Vif (tagged APOBEC3G with the HIV-1 protein that degrades it), YFP fluorescence, overnight. 410,000 tested, 0.076% active. Q9HC16. AID 602310;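 also: potency is read from the fitted curve at half-maximal effect; % is scaled to controls: 0 for no effect and ±100 for the full control effect; nearly all actives have a fitted effect of over 60% in size; hits raise eYFP signal because A3G escapes Vif-driven loss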
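Read-out is eYFP fluorescence (Ex 488/Em 500-530) from Vif-expressing HeLa A3G-eYFP cells; more signal means A3G escaped Vif-mediated degradation. Cells plated overnight, compound pinned in, incubated overnight at 37 deg C.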
Vif-A3F inh – blocks the Vif interaction with APOBEC3F | 390,000 tested, 0.2% active | Potency, µM (doses to about 46.1 µM), without a hit: at the top dose activity, negative = active | HeLa A3F-eYFP + Vif (tagged APOBEC3F with the HIV-1 protein that degrades it), YFP fluorescence increase; also: potency is read from the fitted curve at half-maximal effect; % of control where 0% means no effect; nearly all actives have a fitted effect of over 65% in size
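HeLa cells stably expressing A3F-eYFP plus Vif, plated and incubated overnight at 37 deg C, then exposed to compounds overnight at 37 deg C. Blocked degradation read as raised yellow fluorescence (Ex 488/Em 500-530).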
* marks the source's active call; other numbers are inactive results; u = inconclusive; x = no result given; & = joins results of further samples; [ ] = remark or other dose. Unless noted, calls follow the shape of the dose curve; as a rule, active = well fitted curve in the direction sought with a large enough effect; inconclusive = small, poorly fitted or top-dose-only effect, or another doubt; inactive = no such curve, though single readings can be large; an effect the other way counts as inactive or inconclusive. Only part of the results is shown. The share of hits here may be higher or lower than overall.

Results follow in this order: Glioma ERSR ind, LDHA inh, 12-LOX inh, RGS4 inhibitor, D2 antagonist, ERG-DNA inh, D2 ag, Vif-A3G inh, Vif-A3F inh
- COc1ccc(N(C)S(=O)(=O)c2cccc(C(=O)Nc3ccc(-n4cnnn4)cc3)c2)cc1
  -7.6%, 1.6, 0.0%, -17.3%, -4.4, -8.1%, -0.1, -7.8%, x
- COc1cccc(CC(C(=O)Nc2cc(C)ccc2C)c2nn[nH]n2)c1OC (centres undefined)
  -1.9%, -0.2, u, -22.5%, x, -0.2%, x, -2.6%, 2.6%
- COc1ccccc1NC(=S)NCCSc1ccc(Cl)cc1
  -2.6%, -1.1, 2.3%, -7.6%, 15.6, -3.1%, -1.1, 0.3%, -0.7%
- CN(N=Cc1cccc2cccnc12)c1ccc([N+](=O)[O-])cc1[N+](=O)[O-]
  -4.3%, -0.8, 3.5%, -0.4%, x, x, x, -0.2%, u
- CC(=O)Nc1ccccc1OCc1cnc(Cl)s1
  -3.1%, -1.1, -10.5%, -19.4%, 9.5, 2.4%, -0.3, 6.9%, -5.2%
- Cc1cc(NC(=O)CN2C(=O)c3ccccc3S2(=O)=O)no1
  4.3%, -17.1, 0.0%, -8.3%, -13.9, -7.0%, 0.0, 0.3%, -0.5%
- O=CN(CCN(C=O)CN1CCCCC1)CN1CCCCC1
  1.4%, -6.1, u, 42.7%, -13.9, 3.5%, 0.2, -0.2%, -8.1%
- COc1ccc(NC(=O)CSc2nnnn2C)cc1S(=O)(=O)N1CCCCC1
  -4.0%, -2.7, -12.1%, 19.7%, -2.8, 10.7%, 0.5, -3.3%, -5.3%
- COc1ccc(-c2cn3c(C)c(C(=O)NC(C)C)sc3n2)cc1
  1.1%, -4.8, -9.1%, -2.1%, x, 4.8%, x, 2.1%, 3.7%
- CCCN(Cc1ccco1)S(=O)(=O)c1ccc(OC)c(OC)c1
  1.1%, -0.7, 0.0%, -4.5%, 5.3, 4.2%, -0.5, 1.3%, -0.9%

One compound at a time (already shown). Order of values: Glioma ERSR ind | LDHA inh | 12-LOX inh | RGS4 inhibitor | D2 antagonist | ERG-DNA inh | D2 ag | Vif-A3G inh | Vif-A3F inh
Record of `COc1ccc(-c2cn3c(C)c(C(=O)NC(C)C)sc3n2)cc1` → 1.1% | -4.8 | -9.1% | -2.1% | x | 4.8% | x | 2.1% | 3.7%
Record of `CCCN(Cc1ccco1)S(=O)(=O)c1ccc(OC)c(OC)c1` → 1.1% | -0.7 | 0.0% | -4.5% | 5.3 | 4.2% | -0.5 | 1.3% | -0.9%

Remaining list, next part
Results follow in this order: Glioma ERSR ind, LDHA inh, 12-LOX inh, RGS4 inhibitor, D2 antagonist, ERG-DNA inh, D2 ag, Vif-A3G inh, Vif-A3F inh
- Cc1nc(NC(=O)CSc2nc3cccnc3n2Cc2ccccc2)sc1C
  -11.0%, -5.2, 0.0%, -2.2%, 8.0, -10.5%, -0.6, -8.6%, 9.1%
- CC(C)(C)c1ccc(/C=C2/SC(N3CCCC3)=NC2=O)cc1
  1.6%, -1.1, u, -13.7%, 7.8, -2.1%, 0.8, 0.1%, 2.4%
- Cc1ccc(NC(=O)CN(C)C(=O)c2cc(-c3cccs3)nn2-c2ccccc2)cc1
  -6.7%, -1.0, 440.7%[activator], -5.6%, 7.7, 2.0%, 0.4, -18.4%, 5.5%
- CC(=O)/C(=N\Nc1ccccc1)Sc1cccc2cccnc12
  -2.3%, -9.0, 3.6%, 10.3%, x, -3.2%, x, -2.6%, 12.0%
- CCNC(=O)C1(C)CCCN(Cc2csc3ccccc23)C1 (centres undefined)
  -2.9%, -6.7, -6.3%, x, x, x, x, -1.1%, x
- CC1=C(C)CC(C(=O)N2CCN(C/C=C/c3ccccc3)CC2)C(C(=O)O)C1 (centres undefined)
  -2.9%, 0.3, -3.1%, 11.6%, 17.2, 6.1%, 0.1, 1.3%, 4.5%
- Cc1ccc2nc(N(CCCN(C)C)C(=O)c3sc4ccccc4c3Cl)sc2c1
  -9.1%, 4.8, u, -21.1%, 4.4, 12.7%, 0.8, -0.8%, -4.1%
- O=C(COC(=O)C1=NNC(=O)CC1)NCCc1ccccc1
  -0.9%, -9.6, -6.4%, 14.7%, -14.3, 2.7%, -0.2, 1.1%, -3.8%
- CCN1CCN(CC(=O)c2ccc(OC)cc2)CC1
  -1.8%, 2.0, -2.9%, -4.5%, 13.9, 8.3%, 1.7, -1.0%, -4.4%
- CCc1cccc(NC(=O)c2cccc3c2C(=O)N(C2CCCCC2)C3)c1
  -4.6%&-0.6%, -3.7&-4.6, -21.0%, 14.0%&14.0%, 10.8, 4.8%&-0.4%, -0.2&-0.3, 0.4%&-4.8%, -8.4%&-1.0%
- O=C(O)c1ccccc1-n1c(-c2ccccc2)cc2c1CCCC2=O
  1.1%, 7.7, u, -11.7%, -5.4, -2.4%, 1.3, -0.6%, -0.1%
- O=C(Nc1nnc(SCc2cccnc2)s1)C1CC(=O)N(c2ccccc2)C1 (centres undefined)
  -4.9%, 3.3, 7.3%, -28.1%, 3.0, -4.6%, -0.3, -0.3%, 2.3%
- O=C(NCC1CCCO1)C(c1cccs1)N(C(=O)Cn1nnc(-c2cccs2)n1)C1CCCC1 (centres undefined)
  -4.4%, 1.1, -9.0%, 20.7%[56.9 µM], 2.8, 3.1%, 0.6, 0.5%, 2.1%
- Cc1c(CN(C)C)c2c(n1Cc1ccccc1)C(=O)c1ccccc1-2
  -8.0%, -1.0, -14.1%, -14.7%, x, -1.8%, x, 0.2%, -2.8%
- O=C(CCCN1C(=O)/C(=C\c2cccs2)SC1=S)Nc1ccccn1
  -6.1%, -1.4, -22.6%, -3.2%, -9.4, -4.4%, 0.1, 4.5%, -5.9%
- O=C(O)C1c2ccccc2Cc2ccccc21
  -4.5%, 3.1, u, x, x, x, x, -0.2%, -0.8%
- CCCCN1C(=O)NC(NC(C)=O)(C(F)(F)F)C1=O (centres undefined)
  0.8%, -4.8, 0.0%, 22.5%, -6.1, -2.6%, -2.0, 0.5%, 1.2%
- Cc1ccccc1-n1c(/C=C/c2c(C)n(C)c3ccccc23)nc2ccccc2c1=O
  -1.7%, -18.4, -22.7%, 12.3%, x, 1.4%, 0.4, -16.5%, u
- COc1ccc(C(CC(=O)Nc2ccc(C)c(C)c2)N2Cc3ccccc3C2=O)cc1OC (centres undefined)
  0.5%, -4.3, -12.7%, 1.4%, x, -2.2%, 0.0, -6.2%, 3.7%
- Cc1cc(C)c(OCCCCN(C)Cc2ccccc2)c(C)c1
  -3.4%, -7.6, u, -38.3%, 33.3*, -11.7%, -0.8, 0.8%, -0.2%
- COc1ccc(NC(=O)c2ccccc2NS(=O)(=O)c2ccc(C)cc2)c([N+](=O)[O-])c1
  -9.5%, -5.7, -0.9%, -9.5%, -6.1, 2.7%, -1.0, -4.6%, -6.2%
- O=c1[nH]c(-c2cccnc2)nc2sc(-c3ccccc3)cc12
  1.9%, -3.9, -1.8%, 4.8%[56.9 µM], 3.3, -3.4%, 0.7, u, -3.7%
- Cn1nccc1C(=O)OCC(=O)Nc1ccccc1Cl
  1.4%, -5.5, 29.6%, 1.0%, 0.4, -13.1%, -0.1, 0.4%, 1.1%
- O=C(/C=C/Nc1ccc(F)cc1)c1ccc(Oc2ncccn2)cc1
  2.7%, -2.4, -4.4%, 9.5%, 34.5*, 4.2%, -0.1, -0.3%, -4.3%
- COC(=O)CS(=O)(=O)c1cccc2cccnc12
  -4.4%, -15.7, -5.7%, -11.9%[11.4 µM], 4.2, 15.4%, 0.4, -0.8%, 4.9%
- CCN(CC)c1ccc(C2CC(=O)NC3=C2C(=O)CC(C)(C)C3)cc1 (centres undefined)
  0.5%, 5.9, 1.7%, 21.7%, -17.1, 7.3%, 1.2, -4.3%, -0.2%
- Nc1ccc(-n2nnnc2CN2CCOCC2)cc1
  -0.9%, -2.5, 0.5%, 5.9%, x, -1.9%, x, -2.1%, -9.5%
- O=C(Nc1c(C(=O)N2CCC(N3CCCCC3)CC2)oc2ccccc12)c1c(F)cccc1F
  -6.3%&-0.4%, -1.7&-4.7, -14.5%&-24.0%, 19.5%&2.0%, -2.9, 9.8%&-6.9%, 0.9&0.4, -1.5%&1.4%, -0.1%&-0.1%
- Cc1cc2ncn(S(=O)(=O)N(C)C)c2cc1C
  -0.8%, -7.2, -19.8%, -2.3%, 8.4, 5.8%, -0.2, -0.6%, -3.4%
- CC/C(O)=C1\C(=O)CC(C)(C)CC1=Nc1ccccc1C
  -1.1%, -5.2, 1.4%, -2.3%, 2.4, -5.9%, -1.3, 0.2%, 2.6%
- COc1ccc(OCC(=O)Nc2ccccc2OC(F)F)cc1
  2.2%, -8.5, -16.5%, 17.2%, -11.4, -2.9%, -0.6, -12.6%, 2.0%
- COc1ccc2c(c1)OC(O)(C(F)(F)C(F)F)CC2=O (centres undefined)
  -0.1%, 3.9, -13.7%, 23.3%, -8.3, x, 7.9, 1.0%, -7.5%
- Cc1onc(-c2c(F)cccc2Cl)c1C(=O)Oc1ccccc1
  -0.1%, -0.7, 1.6%, x, x, x, x, -11.3%, x
